From PubChem
hDAT+cocaine: changed hDAT dopamine uptake under cocaine IC80, either direction, primary screen, cocaine antagonist project, cell-based, LLC-PK1 hDAT, [14C]-dopamine uptake, MLSMR; Sodium-dependent dopamine transporter (Homo sapiens), Q01959; B-score at 10 µM; 110,000 compounds, 1.3% hits; LLC-PK1 hDAT cells, [14C]-dopamine uptake with cocaine IC80; actives deviate in either direction;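 active means Z score or B-score, a plate-position-corrected score, falls beyond the plate's 99.7% confidence bounds, in either direction; inactive means both scores lie inside the 99.7% bounds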;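 further: scored against the spread of the other compound wells on the same plate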
E coli WT exp: growth inhibitors of wild-type E. coli, primary screen, strain BW25113, expanded library, OD600; 98,000 compounds, 0.15% hits; OD600 absorbance; growth inhibition, % at 100 µM;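 active means growth inhibition above about 50% at one test dose, limit read from the data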;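 further: growth measured after 20 h incubation at 37 °C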
Plk1 PBD FP: Plk1 polo box domain binding inhibitors, primary screen, biochemical, fluorescence polarization; Serine/threonine-protein kinase PLK1 (Homo sapiens), P53350; Plk1 PBD phosphopeptide binding; inhibition, %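 (tested at about 20 µM)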; 97,000 compounds, 0.13% hits; AID 693, 2007; in the data active means inhibition above about 34%, passing the limit was not always enough
Target sequence (P53350 whole entry, looked up, the tested form may be a part): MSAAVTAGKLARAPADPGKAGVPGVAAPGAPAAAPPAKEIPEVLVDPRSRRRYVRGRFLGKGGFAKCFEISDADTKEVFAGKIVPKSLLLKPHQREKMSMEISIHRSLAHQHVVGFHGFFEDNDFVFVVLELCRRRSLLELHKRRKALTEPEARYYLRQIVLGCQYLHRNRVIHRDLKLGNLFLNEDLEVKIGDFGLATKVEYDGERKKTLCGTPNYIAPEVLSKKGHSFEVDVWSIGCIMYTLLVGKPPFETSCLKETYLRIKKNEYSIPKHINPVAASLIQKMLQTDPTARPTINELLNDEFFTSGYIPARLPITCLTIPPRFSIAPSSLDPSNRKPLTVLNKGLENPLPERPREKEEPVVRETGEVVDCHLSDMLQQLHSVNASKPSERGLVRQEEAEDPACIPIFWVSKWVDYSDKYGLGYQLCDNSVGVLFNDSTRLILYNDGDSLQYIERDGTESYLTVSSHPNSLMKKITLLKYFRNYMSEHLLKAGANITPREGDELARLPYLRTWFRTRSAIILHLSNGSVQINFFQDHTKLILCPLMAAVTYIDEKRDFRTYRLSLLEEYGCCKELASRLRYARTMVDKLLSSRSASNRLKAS
F-actin modifier: modifiers of F-actin cytoskeleton organization, primary screen, imaging, HUVEC, phalloidin staining, high-content imaging. 91,000 compounds, 0.18% hits. HUVEC TNFa F-actin phalloidin imaging. inhibition, % at 2 µM;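 active means inhibition above the batch mean plus 3 SD and confirmed as a hit by visual image inspection, cut at about 30% in these data, passing the limit was not always enough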; further: strong numbers were not always called active
TNFa cytotox: cytotoxicity in TNFa-stimulated HUVEC, primary screen, cytotoxicity control for VCAM1 expression modulator project, imaging, Hoechst nuclei count | AID 848, 2007 | cell count reduction, % at 2 µM | 93,000 compounds, 0.17% hits | HUVEC TNFalpha-stimulated, Hoechst cell count;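 active means cell count reduction exceeding the screen mean by over 5 SD, scaled to untreated wells per plate, cut at about 78% in these data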;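 further: cells counted after 24 h of TNF alpha exposure following the 1 h pretreatment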
IL1B cytotox: cytotoxicity in IL-1B stimulated HUVEC, primary screen, cytotoxicity control for IL-1B NFkB translocation project, imaging, Hoechst nuclear count, IL-1B stimulus | HUVEC cell count loss | cell count reduction, % at 2 µM | 94,000 compounds, 0.41% hits;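 active means cell count reduction more than 3 SD above the screen-wide mean, cut at about 70% in these data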;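 further: normalized per plate to untreated control cells as the no-loss baseline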
sEH inh: soluble epoxide hydrolase inhibitors, primary screen, biochemical, human sEH | inhibition, % at 2 µM | recombinant human sEH enzymatic activity assay | AID 707, 2007 | Bifunctional epoxide hydrolase 2 (Homo sapiens), P34913 | 91,000 compounds, 0.34% hits; in the data active means inhibition above about 80%; further: values of inactives mirror those of a sister screen read the other way; many of its hits are not listed in these tables
VCAM1 TNFa inh: inhibitors of TNFa-induced VCAM1 expression, primary screen, imaging, HUVEC, TNFa stimulus, immunofluorescence | HUVEC TNFa-induced VCAM-1 immunofluorescence, high-content imaging | inhibition, % at 2 µM | 95,000 compounds, 0.48% hits | AID 802, 2007;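 active means inhibition above the batch mean plus 3 SD, with images confirmed as a hit by eye, cut at about 37% in these data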;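 further: 0% = TNF-stimulated DMSO wells and 100% = unstimulated control wells; not every result past the cut was called active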
PLK1 kinase inh: human PLK1 kinase inhibitors, primary screen, biochemical, TR-FRET. Serine/threonine-protein kinase PLK1 (Homo sapiens), P53350. recombinant PLK1 kinase, TR-FRET peptide phosphorylation. inhibition, % at 10 µM. 97,000 compounds, 0.53% hits. AID 619, 2007;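 active means inhibition of 50% or more in the single-concentration screen; inactive means inhibition below 50%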;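 further: 0% = DMSO max control and 100% = H-89 dihydrochloride min control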
Starred values were filed as active, the others as inactive; · = no result given.

The first two records (preview)
SMILES | hDAT+cocaine | E coli WT exp | Plk1 PBD FP | F-actin modifier | TNFa cytotox | IL1B cytotox | sEH inh | VCAM1 TNFa inh | PLK1 kinase inh
Cc1cc2ncn(CCOc3ccccc3)c2cc1C | · | 37 | -14 | -25 | -2 | -34 | -9 | 3 | -6
Cc1cc(N2CCCCC2)nc(NCc2ccccc2)n1 | 2.1 | 42 | -7 | -2 | -10 | 9 | 4 | 9 | -4

The list itself, from the first entry:
SMILES | hDAT+cocaine | E coli WT exp | Plk1 PBD FP | F-actin modifier | TNFa cytotox | IL1B cytotox | sEH inh | VCAM1 TNFa inh | PLK1 kinase inh
Cc1cc2ncn(CCOc3ccccc3)c2cc1C | · | 37 | -14 | -25 | -2 | -34 | -9 | 3 | -6
Cc1cc(N2CCCCC2)nc(NCc2ccccc2)n1 | 2.1 | 42 | -7 | -2 | -10 | 9 | 4 | 9 | -4
CSc1nnc(NC(=O)CCc2ccccc2)s1 | 0.49 | -11 | -8 | 1 | -14 | 4 | 6 | 12 | -8
COc1ccc(CCN2C(=O)CC(N3CCOCC3)C2=O)cc1 (stereo unspecified) | 0.41 | -9 | 26 | -9 | -7 | 4 | -17 | 10 | -19
COc1ccc(C2OC(=O)CC2C(=O)NC(C)C)cc1 (stereo unspecified) | -0.83 | 4 | -15 | 10 | -32 | 2 | 0 | 0 | -13
CCc1cc2c(SCC(=O)C(C#N)=C3N(C)c4ccccc4N3C)ncnc2s1 | -0.47 | -12 | -28 | 32 | -22 | -24 | -11 | -1 | 5
Cc1cccc(NC(=O)CC(C)(C)C)c1 | 2 | 6 | 5 | -4 | 7 | 19 | -4 | -17 | -15
CCCc1cc(=O)[nH]c(SC(CC)C(=O)Nc2ccccc2C#N)n1 (stereo unspecified) | -1.1 | 2 | -19 | -2 | -18 | -40 | 3 | 6 | -3
CS(=O)(=O)N(CC(=O)NCc1ccccc1)C1CCCCC1 | 0.065 | · | 2 | 6 | -16 | -60 | -4 | 4 | -13
O=C1CS/C(=C\[N+](=O)[O-])N1c1ccccc1 | 0.99 | -1 | 36 | -12 | -12 | 5 | 3 | -6 | -14
CCC(C)Sc1nc2c([nH]c3ccccc32)c(=O)n1C (stereo unspecified) | -0.53 | -17 | 1 | 0 | -20 | 1 | 5 | 6 | -2
COc1c(S(=O)(=O)N2CCCC2)ccc(Cl)c1Cl | 0.82 | -2 | 9 | 25 | -1 | -12 | 7 | 4 | -10
CCOC(=O)C1(c2ccccc2)NC(c2ccccc2C)C2C(=O)N(c3ccc4c(c3)OCO4)C(=O)C21 (stereo unspecified) | 0.41 | -11 | -33 | 7 | -34 | 11 | -12 | 1 | -8
CCCCSCCCNC(=O)Nc1cccc(OC)c1 | 0.85 | 12 | -3 | -8 | -11 | -22 | 69 | 2 | -6
CCN(CC)C(=O)CSc1ncnc2c1nnn2-c1ccc(F)cc1 | -0.24 | 5 | 23 | 17 | 6 | 11 | 0 | -23 | -10
O=c1[nH]nc(Cc2ccc(Cl)cc2Cl)c2ccccc12 | 0.045 | -10 | 22 | 1 | -8 | 8 | 2 | 7 | -17
O=C(CN1C(=O)CC(c2ccco2)Sc2ccccc21)NCC1CCCO1 (stereo unspecified) | -0.0068 | -4 | -25 | 2 | -29 | -12 | · | 3 | -8
COc1cccc(C2(CSc3nnc(-c4cc(OC)c(OC)c(OC)c4)o3)OCCO2)c1 | · | -14 | 22 | -16 | -12 | · | 1 | 13 | -7
CCn1c(COc2ccccc2)nnc1SCC(=O)Nc1cc(OC)ccc1OC | 1.7 | 1 | 3 | -3 | -32 | 0 | -5 | -10 | -13
CC(C)N(Cc1nc(-c2ccccc2)no1)C(=O)C1CCCCC1 | -0.031 | 8 | -1 | · | -20 | -5 | -8 | 17 | -4
C=CCNC(=O)C12CC3(C)CC(C)(CC(C)(C3)C1)C2 | 0.29 | 10 | -16 | · | -14 | 4 | -1 | 16 | -7
O=C(Cc1cccc2ccccc12)N/N=C/c1ccc(Sc2nc3ccccc3s2)o1 | -1.2 | -12 | -36 | -19 | -2 | -36 | 37 | 2 | -9
Cc1cc(NC(=O)CSc2nc3c(c(=O)n2-c2ccc(Cl)cc2)SCC3)no1 | -1.1 | · | -17 | 5 | 6 | -78 | 4 | -12 | 0
Cc1ccc(-n2nc3c(c2NC(=O)c2ccc4c(c2)OCO4)CSC3)c(C)c1 | -0.56 | -7 | 27 | -6 | -39 | -33 | 7 | -13 | -10
CCCCCCn1c(NCC)nc2c1c(=O)[nH]c(=O)n2C | -1.1 | 5 | 15 | 8 | · | -5 | -7 | · | -12
CCOC(=O)c1[nH]c(=O)c2ccccc2c1O | -0.45 | -8 | 5 | -6 | -42 | 6 | -4 | 20 | -10
CCCCn1nc2cc(C(=O)NCCc3ccc(C)cc3)ccc2c1OCC | -0.07 | -5 | 6 | 6 | 12 | 1 | 9 | 3 | -15
CC(=O)c1cc(-c2ccccc2)n(CC(=O)N2CCCCC2)c1C | -0.6 | -7 | -2 | 0 | 22 | 5 | -10 | 10 | -3
CC1(C)CC(=O)C(/C=N/c2ccccn2)=C(O)C1 | 1.1 | 3 | -3 | -13 | 0 | -11 | · | -11 | 7
CC(=O)Nc1cccc(NC(=O)c2c(-c3c(Cl)cccc3Cl)noc2C)c1 | -0.84 | -3 | 8 | 11 | -16 | -20 | 10 | -19 | -8
COc1ccc2[nH]c(=O)c(-c3noc(-c4ccccc4)n3)cc2c1 | 0.14 | -2 | 0 | 16 | -9 | -24 | · | -2 | 10
CCCc1nn(C)c2c1C(c1ccncc1)C(C#N)=C(N)O2 (stereo unspecified) | -0.065 | 17 | -26 | -11 | -44 | 31 | · | 16 | 2
CC(C)C(OC(=O)c1cc2sccc2n1C)C(=O)NCC1CCCO1 (stereo unspecified) | -0.071 | 0 | 11 | -9 | -3 | 7 | 4 | 9 | -7
O=C1CC(c2ccco2)Cc2nc(N3CCc4ccccc4C3)ncc21 (stereo unspecified) | 0.49 | 3 | 33 | 5 | -26 | -58 | -4 | 2 | -20
Cc1ccc(C2=[N+]([O-])C3(CCCCC3=O)N(O)C2(C)C)cc1 (stereo unspecified) | -0.84 | 4 | -26 | -10 | -22 | -3 | 17 | 4 | -3
CCCN1CCN(C(=O)c2cc3c(s2)-c2ccccc2S(=O)(=O)C3)CC1 | 1.7 | 3 | 2 | 4 | -34 | -13 | 5 | 7 | -13
CCn1c(CNc2ccc(F)cc2)nnc1SCCN1CCCCC1 | -0.31 | -3 | 5 | -14 | -11 | -7 | -17 | 3 | -12
COc1ccc(CNC(=O)C2CC(c3ccc(F)cc3)=NO2)cc1 (stereo unspecified) | 0.55 | 1 | -4 | 34 | -13 | 6 | -12 | -4 | -4
O=C(NCc1ccc2c(c1)OCO2)C1CC(=O)N(C2CCCC2)C1 (stereo unspecified) | -0.1 | 2 | 7 | -16 | -6 | -14 | 9 | 2 | -14
COCCNC(=O)c1ccc(NC(C)=O)cc1 | -1 | 2 | -15 | -4 | -16 | -14 | 1 | 8 | -33
Cc1cc(NC(=O)CC23CC4CC(C2)CC(CC(=O)Nc2cc(C)on2)(C4)C3)no1 | 0.066 | -1 | -9 | 4 | -4 | -15 | 10 | 3 | -9
Cc1cc(C)cc(-n2nnc(C(=O)NCc3ccc4c(c3)OCO4)c2N)c1 | 0.19 | -8 | 8 | -11 | 7 | -30 | 2 | 6 | 5
N#Cc1cccc(NC(=O)COc2ccc(-n3ccnc3)cc2)c1 | 0.011 | 4 | 21 | 18 | -5 | 4 | 8 | -9 | 3
COC(=O)c1ccc(N2CCOCC2)c(F)c1 | 0.039 | 10 | 0 | -7 | 2 | · | 5 | -2 | 0
CCC1CCCCN1c1ccc([N+](=O)[O-])cc1/C=N/NC(=O)Cn1c2ccccc2c(=O)c2ccccc21 (stereo unspecified) | 0.62 | -14 | 13 | 17 | -14 | 10 | 30 | -4 | -8
CC(C)Oc1ccc(C(CC(=O)NCc2ccco2)c2ccccc2)cc1 (stereo unspecified) | -0.085 | 7 | 8 | -14 | -6 | 0 | 9 | 18 | -9
CN(c1cccc(NS(=O)(=O)c2cccs2)c1)S(C)(=O)=O | -0.24 | 9 | 11 | -2 | -25 | 12 | 7 | 12 | -5
Nc1ccc2c(c1)C(=O)C(=O)c1ccccc1-2 | -3.2* | 33 | 95* | -28 | 10 | 14 | 4 | 30 | -1
CC(=O)Nc1ccc(C(=O)CSc2nc3ccccc3n2CC(=O)N2CCCC2)cc1 | -0.44 | -2 | -5 | · | -38 | -31 | 8 | 12 | -10
CCOc1ccc(-c2nnc(N)o2)cc1 | 0.39 | -12 | 1 | -10 | -3 | 22 | 3 | 4 | -6
O=C(NC1CCN(C(=O)NC2CCCCC2)CC1)c1ccco1 | -0.039 | -1 | 14 | -4 | -29 | -5 | 1 | 12 | -8
CCCN(Cc1ccccc1)S(=O)(=O)c1ccc(N2C(=O)CCC2=O)cc1 | -0.1 | -3 | -18 | 2 | -5 | -24 | 0 | -7 | -4
Cc1ccc(C(=O)CC2SC(N)=NC2=O)cc1 (stereo unspecified) | -0.34 | 2 | 3 | 0 | 3 | -4 | 17 | 12 | -3
CN(C(=O)C1CCCO1)c1nnc(-c2cnccn2)s1 (stereo unspecified) | 1.2 | 8 | 3 | -22 | 10 | -13 | 2 | 22 | -14
Cc1ccc2cc3c(NC(=O)C(C)C)nn(C)c3nc2c1 | 0.52 | -3 | -15 | 32 | -3 | -22 | -7 | 2 | -6
O=S1(=O)C=C(SCc2ccccc2)Nc2ccccc21 | -0.029 | 9 | 16 | 23 | -9 | -8 | -4 | -1 | -8
COc1ccc(CNC(=O)C2CC(=O)N(c3ccc(OCC(=O)N4C(C)CCCC4C)cc3)C2)cc1 (stereo unspecified) | -0.41 | -1 | 2 | -5 | -26 | -20 | 36 | 9 | -12
Cc1ccccc1Nc1nc(N)nc(COC(=O)c2cccn2C)n1 | 0.67 | 2 | 7 | 0 | -30 | -14 | -1 | 9 | 3
O=C(Oc1ccc(-c2cnc3ccccc3n2)cc1)c1cccc([N+](=O)[O-])c1 | 1.5 | 2 | 4 | 19 | -19 | 0 | 4 | 10 | -14
Cc1cc(NC(=O)CSc2nnc(CNc3ccc(F)cc3)n2C2CCCCC2)no1 | 0.41 | -2 | -8 | 22 | -23 | 8 | -6 | 0 | -2
Cc1nc2c(-c3ccccc3)c(C)[nH]n2c(=O)c1Cl | · | -10 | 7 | 1 | 1 | 87* | -7 | 8 | -9
COc1cccc(-c2csc(N3CCN(C(=S)Nc4cccc(Cl)c4)CC3)n2)c1 | 0.19 | -2 | 15 | -30 | 11 | -4 | -20 | 2 | -12
CC1Cn2c(nc3c2c(=O)[nH]c(=O)n3C)O1 (stereo unspecified) | 0.57 | 6 | 33 | -21 | -4 | 3 | -7 | -4 | -12

Rewritten with values under each structure: entries from further up
Under each structure: hDAT+cocaine, E coli WT exp, Plk1 PBD FP, F-actin modifier, TNFa cytotox, IL1B cytotox, sEH inh, VCAM1 TNFa inh, PLK1 kinase inh
> Cc1nc2c(-c3ccccc3)c(C)[nH]n2c(=O)c1Cl
  ·, -10, 7, 1, 1, 87*, -7, 8, -9
> COc1cccc(-c2csc(N3CCN(C(=S)Nc4cccc(Cl)c4)CC3)n2)c1
  0.19, -2, 15, -30, 11, -4, -20, 2, -12
